PvdQ inh: P. aeruginosa PvdQ acylase inhibitors, primary screen, biochemical, fluorescence, plate reader and imaging, single point. purified PvdQ acylase. inhibition, % at 10 µM. 340,000 compounds, 0.063% hits; in the data active = inhibition above about 30%, passing the limit was not always enough; inconclusive = no clear call, values can overlap the other calls;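 note: 0% = vehicle neutral wells and 100% = reference inhibitor wells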
NSD2 inh: NSD2 histone methyltransferase inhibitors, primary screen, biochemical, AlphaScreen, single concentration, set 2; NSD2 peptide methylation, 120 min; inhibition, % at 12.5 µM; 310,000 compounds, 0.54% hits; AID 743445, 2014; in the data active = inhibition above about 50%
Target sequence (O96028 whole entry, looked up): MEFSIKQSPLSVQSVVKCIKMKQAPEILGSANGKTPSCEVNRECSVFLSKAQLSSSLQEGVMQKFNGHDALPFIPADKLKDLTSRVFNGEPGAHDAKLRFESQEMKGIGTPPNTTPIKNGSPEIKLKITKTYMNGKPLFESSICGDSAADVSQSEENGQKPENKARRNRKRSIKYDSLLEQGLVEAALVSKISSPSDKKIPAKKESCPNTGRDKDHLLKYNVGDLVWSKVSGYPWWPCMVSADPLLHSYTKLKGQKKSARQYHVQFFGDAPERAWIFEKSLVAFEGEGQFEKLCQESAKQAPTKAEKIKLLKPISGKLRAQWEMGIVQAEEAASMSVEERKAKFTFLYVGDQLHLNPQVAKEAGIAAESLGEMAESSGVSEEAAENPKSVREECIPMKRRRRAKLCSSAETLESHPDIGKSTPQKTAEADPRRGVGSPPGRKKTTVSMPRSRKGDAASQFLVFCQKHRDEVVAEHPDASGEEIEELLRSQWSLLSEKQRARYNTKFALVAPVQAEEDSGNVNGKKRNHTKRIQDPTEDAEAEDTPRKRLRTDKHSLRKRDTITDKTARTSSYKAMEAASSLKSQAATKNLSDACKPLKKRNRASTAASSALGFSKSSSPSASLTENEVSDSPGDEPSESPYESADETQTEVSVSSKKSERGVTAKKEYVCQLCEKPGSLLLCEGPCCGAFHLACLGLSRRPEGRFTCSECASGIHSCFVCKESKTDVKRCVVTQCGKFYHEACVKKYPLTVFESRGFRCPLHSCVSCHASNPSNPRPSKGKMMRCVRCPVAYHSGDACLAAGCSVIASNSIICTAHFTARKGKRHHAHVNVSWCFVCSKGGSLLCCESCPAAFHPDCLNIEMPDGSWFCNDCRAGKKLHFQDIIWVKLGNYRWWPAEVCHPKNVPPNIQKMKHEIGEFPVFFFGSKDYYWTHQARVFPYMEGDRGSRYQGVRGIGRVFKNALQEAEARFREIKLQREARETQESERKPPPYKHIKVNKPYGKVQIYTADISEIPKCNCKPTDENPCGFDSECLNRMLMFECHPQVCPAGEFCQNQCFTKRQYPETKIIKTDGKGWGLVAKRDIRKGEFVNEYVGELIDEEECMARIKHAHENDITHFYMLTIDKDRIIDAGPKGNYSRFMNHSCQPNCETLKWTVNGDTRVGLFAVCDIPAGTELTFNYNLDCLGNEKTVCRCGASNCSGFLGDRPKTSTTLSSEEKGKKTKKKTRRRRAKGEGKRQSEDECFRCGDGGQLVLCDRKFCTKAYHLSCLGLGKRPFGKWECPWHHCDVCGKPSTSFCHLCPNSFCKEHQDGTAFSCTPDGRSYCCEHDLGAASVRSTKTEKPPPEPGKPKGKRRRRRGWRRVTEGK
Keap1-Nrf2 PPI: Keap1-Nrf2 protein-protein interaction inhibitors, primary screen, biochemical, fluorescence polarization, single point | Kelch-like ECH-associated protein 1 (Homo sapiens), Q14145 | Keap1 Kelch-Nrf2 peptide fluorescence polarization, 1536-well | inhibition, % at 9.4 µM | 340,000 compounds, 0.15% hits | AID 504523, 2011; in the data active = inhibition above about 12%; inconclusive = no clear call, values can overlap the other calls; inactive = below about 7.3%;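 note: human Keap1 Kelch domain with fluorescein labeled Nrf2 9mer peptide probe; 0% = neutral control wells and 100% = peptide positive control; higher means more block of Keap1 binding to Nrf2 peptide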
dFosB act: activators of delta FosB homodimer, primary screen, biochemical, fluorescence polarization, TAMRA-CDK5 oligo, single point. Protein FosB (Mus musculus), P13346. activation, % at 25 µM. AID 493131, 2011. purified delta FosB; percent of positive-control signal above neutral wells. 340,000 compounds, 0.99% hits;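 active = mean activation above about 17%, with every replicate also reaching it, limit read from the data, passing the limit was not always enough; inconclusive = only one of the two conditions met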;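 note: fluorescence polarization rise as delta FosB binds a TAMRA Cdk5 AP-1 oligo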
Rtt109 HAT inh: inhibitors of C. albicans Rtt109/Vps75 HAT, primary screen, biochemical, ThioGlo CoA-SH fluorescence, plate reader; 330,000 compounds, 0.16% hits; inhibition, % at 34.9 µM; purified Rtt109/Vps75, 4 h; Histone acetyltransferase RTT109 (Candida albicans (strain SC5314 / ATCC MYA-2876)), …;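 active = inhibition of at least 50% in every replicate; inconclusive = best replicate reaches 50% inhibition but some replicates fall short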
PfHsp90 set2: growth inhibition of PfHsp90-expressing yeast, primary screen, antimalarial PfHsp90 inhibitor project, S. cerevisiae, BacTiter-Glo luminescence, single point, set 2. 310,000 compounds, 0.32% hits. inhibition, % at 9.4 µM. BacTiter-Glo ATP, 48 h; yeast lacking PDR1 and PDR3 efflux regulators;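 active = every replicate shows inhibition above about 80%, whatever the replicate mean, limit read from the data; inconclusive = mean inhibition reaches the set limit but some replicate falls short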;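 note: 0% = DMSO neutral controls and 100% = 20 µM radicicol positive controls; yeast relying on Plasmodium falciparum Hsp90 in place of its own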
CDK5 inh: inhibitors of human CDK5/p35 kinase, primary screen, biochemical, single concentration. Cyclin-dependent kinase 5 (Homo sapiens) + Cyclin-dependent kinase 5 activator 1 (Homo …. Recombinant CDK5/p35, ADP-Glo luminescence, 60 min. inhibition, % at 10 µM. 330,000 compounds, 0.01% hits. AID 488839, 2010;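 active = highest replicate inhibition of at least 50% and at least 75% of replicates reaching 50%; inconclusive = only one of the two criteria met; inactive = both criteria failed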;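 note: plate controls were DMSO neutral control for no effect and GW8510 at 10 µM for full effect; many of its hits are not listed in these tables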
C-LANA FP: inhibitors of KSHV C-LANA binding to DNA, primary screen, biochemical, fluorescence polarization, FAM-LBS DNA, MBP-C-LANA, single point; inhibition, % at 9 µM; 340,000 compounds, 0.078% hits; AID 504423, 2011;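 active = highest replicate inhibition at or above 60% at 9 µM, even if other replicates fall short; inactive = all replicates below 60% inhibition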;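 note: 0% = neutral control wells and 100% = 4 µM acridine orange control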
SUMO Mot1 rescue: yeast Mot1-301 growth rescue at high temperature, primary screen, SUMOylation pathway inhibitor project, S. cerevisiae, ATP luminescence, 38.5C; AID 2716, 2010; S. cerevisiae Mot1-301 growth rescue; percent above DMSO median, 100 means doubled; 320,000 compounds, 1% hits; growth rescue, % at 18.8 µM;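 active = every valid replicate shows activation above 250% relative to neutral control wells; inactive = the rest, any valid replicate at or below 250%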;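 note: OY570 slx delta 5 strain wells were the positive control but not used for scaling; some compounds called inactive have numbers as strong as hits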
Cardiac RTF inh: cardiac RTF calcium sensitivity inhibitors, primary screen, biochemical, IANBD-TnC fluorescence, EC70 calcium. Troponin I, cardiac muscle (Homo sapiens) + Troponin T, cardiac muscle (Homo sapiens) + …. IANBD-labeled cardiac RTF, Ca2+ fluorescence. inhibition, % at 7.15 µM. 340,000 compounds, 0.12% hits. AID 493244, 2011;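 active = inhibition above the mean inhibition of all tested compounds plus 3 SD, cut at about 17% in these data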;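 note: assay run at fixed EC70 calcium of 1.6 mM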
cardiac RTF act: cardiac RTF calcium sensitivity activators, primary screen, biochemical, IANBD-TnC fluorescence, EC20 calcium; Troponin I, cardiac muscle (Homo sapiens) + Troponin T, cardiac muscle (Homo sapiens) + …; IANBD-labeled TnC RTF fluorescence at EC20 calcium; 0% EC20 calcium, 100% full calcium; activation, % at 7.2 µM; 340,000 compounds, 0.24% hits; AID 493008, 2010;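 active = activation above the mean over all tested compounds plus 3 SD, cut at about 30% in these data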;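 note: rise in fluorescence read as greater calcium sensitivity of cardiac thin filaments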
* marks the source's active call; other numbers are inactive results; u = inconclusive; x = no result given; + = active, no number.

SMILES	PvdQ inh	NSD2 inh	Keap1-Nrf2 PPI	dFosB act	Rtt109 HAT inh	PfHsp90 set2	CDK5 inh	C-LANA FP	SUMO Mot1 rescue	Cardiac RTF inh	cardiac RTF act
O=C(c1cccs1)N1CCC(c2nc(-c3ccc(S(=O)(=O)N4CCOCC4)cc3)no2)CC1	-6	-4	3	-10	6	0	-0.9	0.7	-10	-5	-6
CSCCC(=O)N1CCCC(CNC(=O)c2ccc(-c3ccccc3)cc2)C1 (stereo not given)	-8	1	-5	-6	x	-10	0.9	-0.7	-8	1	3
CCOc1cc(NC(=S)NCC2CCCO2)c(OCC)cc1NC(=O)CC(C)C (stereo not given)	-1	2	1	-8	9	x	-1.4	1.1	-4	-3	-4
O=C(Cc1ccc(Cl)cc1)NCc1nc(-c2ccccc2)no1	3	x	-1	-4	7	x	-1.2	-0.3	3	4	5
COc1ccccc1C(=O)COC(=O)CSCC(=O)Nc1cc(C)on1	-10	2	-5	-2	-2	x	-2.9	-0.5	-16	-3	2
COc1cc(CNC2CCCCCCC2)c(Br)cc1OCCO	-4	-1	-1	3	-8	1	-1.4	0.0	-6	-1	-1
Cc1ccsc1C(=O)NN=C1CCCCCC1	12	-4	-2	-5	5	2	0.0	-0.2	-7	-9	-2
CC12CCC(C(=O)Nc3nc4ccccc4s3)(OC1=O)C2(C)C (stereo not given)	-12	8	9	5	7	-2	2.1	1.0	-6	4	-4
CCC(C)NCC(=O)Nc1ccc([N+](=O)[O-])cc1C(=O)Nc1ccccc1F (stereo not given)	4	6	3	-14	2	-7	-0.5	-8.3	5	0	2
CCN(Cc1ccccc1)S(=O)(=O)c1ccc(C(=O)N(CCCN(C)C)c2nc3c(F)cccc3s2)cc1	8	0	3	-7	-14	15	0.4	-0.1	0	5	-4
CCOc1ccccc1/C=N/NC(=O)C[n+]1ccccc1	-6	-3	-3	-14	-3	22	1.3	-2.0	12	0	-2
COCC(C)n1c(C)cc(C(=O)CSc2ccc(NC(C)=O)cc2)c1C (stereo not given)	-9	2	-1	-14	0	-33	1.2	-0.3	+	-11	-2
O=C(COC(=O)COc1ccccc1[N+](=O)[O-])Nc1ccc2c(c1)OCO2	-9	-8	-7	-9	7	-7	2.1	-1.8	2	0	4
COC(=O)c1c(NC(C)=O)sc(C(=O)Nc2ccccc2C)c1C	-3	-12	-5	5	x	-17	-1.2	-0.6	15	4	-3
O=c1c2ccccc2ncn1CCc1ccncc1	-5	1	2	0	-2	8	1.5	4.2	x	6	-2
CN(CC(=O)Nc1ccccc1Br)C(=O)c1ccncc1	5	-1	0	2	20	-8	-0.4	4.1	27	10	2
O=C(c1ccc(Oc2ccc([N+](=O)[O-])cc2Cl)cc1)N1CCCC1	-9	1	-1	-1	-12	6	1.1	0.1	-2	-11	2
CCCC1CC(c2csc(N)n2)CCO1 (stereo not given)	-2	-1	7	5	-2	-2	0.1	0.8	1	-3	-1
CCOc1ccc(NC(=O)CCN2CCN(S(=O)(=O)c3cc(Cl)ccc3OC)CC2)cc1	7	2	1	-7	5	-33	-0.1	1.6	7	-3	-1
O=C(CCCCCCN1C(=O)c2ccccc2C1=O)Nc1nccs1	-6	0	1	0	-7	-10	-1.1	1.0	2	-4	3
Cn1c(/N=C/c2ccc3c(c2)OCO3)nc2ccccc21	4	2	3	1	6	15	7.6	0.0	-7	-8	4
CCOc1ccc(N=C2NC(=O)S/C2=C\c2ccc(OC)cc2)cc1	3	0	-1	u	6	-2	1.3	0.3	-5	0	-2
CN(C)C(=O)c1cn(-c2ccccc2)nc1-c1cccs1	2	-2	4	-2	-1	-31	-0.8	-0.1	8	2	-3
NS(=O)(=O)c1ccc(N2N=C(c3ccccc3)CC2c2cccc(Cl)c2)cc1 (stereo not given)	-151	x	-5	-1	-16	-34	-5.4	0.2	x	-1	2
O=C(Cc1n[nH]c(=O)c2ccccc12)OCC(=O)N(Cc1ccccc1)Cc1ccccc1	-8	-6	-6	-18	5	-15	-0.1	0.0	-10	-1	-1
CCC1(C)NC(=O)N(CC(=O)N2CCC(Cc3ccccc3)CC2)C1=O (stereo not given)	-19	4	-1	-2	11	-9	1.5	-0.1	4	-2	0
CCN(CC(=O)Nc1ccccc1C(F)(F)F)C(=O)CN1C(=O)NC(C)(c2ccc3ccccc3c2)C1=O (stereo not given)	-17	1	0	-9	13	-21	0.2	0.6	x	-11	0
COc1cccc(C2C(C(=O)c3cccs3)=C(O)C(=O)N2CCN2CCOCC2)c1 (stereo not given)	-10	0	-5	5	6	31	-2.9	-0.7	-10	-7	-3
CC1CN(c2oc(Cc3cccc4ccccc34)nc2C#N)CC(C)O1 (stereo not given)	-16	9	0	-8	-1	-18	0.0	-1.5	5	-1	4
Cc1cc(C)c(C#N)c(SCC(=O)Nc2ccc(S(=O)(=O)Nc3onc(C)c3C)cc2)n1	2	x	-2	0	5	14	-0.8	-0.4	187	-5	3
Cc1ccc(Oc2ccccc2NC(=O)C2=COCCO2)cc1	6	-1	-1	-5	x	9	0.0	0.3	416*	2	-5
O=C(c1ccco1)N1CCCC(c2nc3c(nnn3Cc3ccccc3)c(=O)[nH]2)C1 (stereo not given)	-15	2	1	6	0	-18	-1.3	-1.5	-6	5	2
CC1C(=O)N2CCCc3cc(S(=O)(=O)N(C)Cc4ccccc4)cc1c32 (stereo not given)	-2	-3	5	-8	-1	-7	-0.3	-0.7	-6	-2	-1
O=C(c1cccs1)N1CCCc2ccccc21	-5	-2	-1	0	-2	3	-1.5	1.3	-3	-8	-3
Cc1c(C)c2ccc(OCC(=O)N3CCOCC3)c(C)c2oc1=O	10	-3	-1	-8	9	x	1.0	1.0	4	1	3
C=CCn1c(SCc2cccc(OC)c2)nnc1-c1ccncc1	14	-2	0	-6	12	-2	0.1	39	535	-10	-5
CCN(CC(=O)Nc1ccccc1OC)CC(=O)Nc1ccccc1-c1ccccc1	-14	-2	-1	-6	-3	-2	0.0	0.2	1	2	0
CCOC(=O)CNC(=O)Cn1cnc2c(nnn2-c2cccc(OC)c2)c1=O	-19	-3	-2	-4	0	-1	1.1	-0.3	13	-6	7
CC1=Nn2c(nc(-c3ccccc3)c2-c2ccccc2)NC(=O)C1Br (stereo not given)	0	4	-1	-6	4	-4	-0.3	-1.3	15	-7	-5
CCCn1c(=NC(=O)CCS(=O)(=O)c2ccccc2)sc2cc(S(N)(=O)=O)ccc21	11	2	-5	-11	2	0	2.1	0.3	4	-8	2
Cc1ccc(NC(=O)CCN2C(=O)C3CCCCC3C2=O)cc1[N+](=O)[O-] (stereo not given)	-10	0	0	2	-1	-12	0.6	-0.8	-6	-8	-4
O=c1c2ccccc2nc(SCc2cn3ccsc3n2)n1-c1ccc(F)cc1	2	7	1	3	33	-3	1.1	-0.3	193	-16	-2
COc1ccc(CC(=O)Oc2ccc(Br)cc2F)cc1S(=O)(=O)N1CCOCC1	-10	0	-6	-3	-9	x	1.3	-0.5	361	-1	-6
O=C(Oc1ccc2ccccc2c1)c1cncc(Br)c1	-11	0	0	-9	1	-20	-0.2	-0.8	27	-4	7
COc1cccc(/C=C2\SC(=S)N(CCCC(=O)N3CCCCC3)C2=O)c1	9	43	-10	-7	3	-70	-0.1	-0.3	-18	-1	-2
CC1(C)CC(NC(=O)c2ccccc2NS(=O)(=O)c2ccc(Br)cc2)CC(C)(C)N1	-5	-2	2	-10	-7	x	1.9	2.0	x	1	-3
COc1ccc(S(=O)(=O)N2CCOCC2)cc1NC(=O)CN1C(=O)NC2(CCCCC2C)C1=O (stereo not given)	-5	0	-3	-11	3	-56	0.9	1.2	-4	2	-4
CCc1cccc(C)c1NC(=O)c1ccoc1C	4	-2	-11	-1	4	-11	-0.5	0.9	-2	-3	-5
COc1ccc(S(=O)(=O)N(Cc2ccccc2)c2ccccc2C(=O)Nc2ccccc2C(=O)NCc2ccco2)cc1	7	-1	3	4	2	6	-1.7	-1.3	18	-3	9
O=C(CNC(=O)c1cc(S(=O)(=O)N2CCOCC2)ccc1N1CCCC1)Nc1ccc(F)c(F)c1	7	0	-1	-12	17	-6	-0.5	-1.4	x	-1	-5
O=C(O)c1ccc2c(c1)C(=O)N(N1C(=O)c3ccccc3C1=O)C2=O	-5	1	-2	-4	1	-1	-0.5	1.0	154	-2	8
O=C(c1ccc(=O)[nH]c1)N1CCN(S(=O)(=O)c2cc(C(F)(F)F)ccc2Cl)CC1	4	-2	-4	-5	-1	6	-0.6	-0.9	-9	6	-1
O=C1CCC(C(=O)N2CCC(CO)(Cc3ccc(Cl)cc3)CC2)=NN1	-16	-1	-2	-5	-2	9	-0.6	-0.5	18	-8	2
CS(=O)(=O)N(CCC#N)Cc1ccc(/C=C2\C(=O)Nc3ccccc32)o1	-4	x	1	0	9	-1	10	-0.9	15	4	-2
CSc1ccc(-c2sc(Nc3cccc4ccccc34)n[n+]2-c2ccccc2)cc1	-5	x	-1	0	-4	21	-0.3	0.8	-1	15	0
CC1Cc2nc(SCC(=O)N3CCN(c4ccccc4)CC3)n(CCc3ccccc3)c(=O)c2S1 (stereo not given)	0	x	0	-6	4	-32	-0.3	-1.0	334	-3	5

Compound activity deposited in PubChem by several laboratories.

Random draw from the library (roughly 3.2% active in at least one column).
